# Epigenetic reg – regulators of epigenetic silencing causing reporter derepression in mouse cells. murine LDR cells, GFP reporter derepression, 30 h. AID 1865. 280,000 tested, 0.2% active. Potency, µM (titrated, usually from 53.9 µM), for inactives: top-dose GFP activation, usual class: activators; note: potency is the fitted concentration of half-maximal effect; % of control where 0% means no effect; nearly all actives have a fitted effect of over 60% in size
#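 Reporter derepression read as number of fluorescent GFP-positive objects, 20-120 um in size, counted by laser-scanning cytometer. Mouse LDR line with an epigenetically silenced CMV-GFP locus; compound incubation 30 h, 37 C.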
# L3MBTL1 block – inhibitors of human L3MBTL1; AlphaScreen L3MBTL1–H3K9me1 peptide binding; Potency, µM (titrated, usually from 57.1 µM), without a hit: top-dose activity, negative = inhibition, actives largely listed as inhibitors; 230,000 tested, 0.66% active; AID 485360; note: potency is the fitted concentration of half-maximal effect; % is set by controls: 0 for no effect and ±100 for the full control effect; nearly all actives have a fitted effect of over 60% in size
# Target sequence (Q9Y468 whole entry, looked up): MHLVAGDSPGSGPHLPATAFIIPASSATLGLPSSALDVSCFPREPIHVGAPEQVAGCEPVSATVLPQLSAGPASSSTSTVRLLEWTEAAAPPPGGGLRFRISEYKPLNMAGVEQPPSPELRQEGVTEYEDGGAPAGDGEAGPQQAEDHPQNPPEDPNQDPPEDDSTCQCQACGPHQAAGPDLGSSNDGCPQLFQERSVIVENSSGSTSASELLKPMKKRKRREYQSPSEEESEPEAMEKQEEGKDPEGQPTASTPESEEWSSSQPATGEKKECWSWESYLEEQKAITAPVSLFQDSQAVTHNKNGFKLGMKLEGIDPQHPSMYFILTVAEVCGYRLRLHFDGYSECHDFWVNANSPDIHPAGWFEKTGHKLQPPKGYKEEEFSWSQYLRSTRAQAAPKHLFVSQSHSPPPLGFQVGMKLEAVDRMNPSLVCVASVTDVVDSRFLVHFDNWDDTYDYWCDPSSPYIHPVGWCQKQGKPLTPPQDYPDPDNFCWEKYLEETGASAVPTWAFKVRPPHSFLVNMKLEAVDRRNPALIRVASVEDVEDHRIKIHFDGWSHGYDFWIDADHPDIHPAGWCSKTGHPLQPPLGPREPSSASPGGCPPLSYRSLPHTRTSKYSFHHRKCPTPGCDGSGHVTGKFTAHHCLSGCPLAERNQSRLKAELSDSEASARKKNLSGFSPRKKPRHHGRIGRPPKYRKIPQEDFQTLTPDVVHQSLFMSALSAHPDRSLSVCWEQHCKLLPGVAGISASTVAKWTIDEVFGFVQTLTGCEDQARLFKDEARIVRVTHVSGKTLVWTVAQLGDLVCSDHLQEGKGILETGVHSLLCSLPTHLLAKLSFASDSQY
#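 AlphaScreen assay: L3MBTL1 (50 nM final) was preincubated 30 min at room temperature with biotinylated H3(1-15)K9me1 peptide (75 nM final), then 30 min with library compounds; streptavidin donor and nickel chelate acceptor beads (10 ug/mL final) added, 30 min dark.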
# CBFb RUNX1 block – blocks binding between human CBF-beta and RUNX1 | Q01196+Q13951 | AlphaScreen CBFb-His/RUNX1-biotin binding, biochemical | Potency, µM (highest dose often 59.8 µM), for inactives: at the top dose activity, negative = inhibition, hits mostly inhibitors | 230,000 tested, under 10 active | AID 1477; note: % of control where 0% means no effect
#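 His-tagged CBF-beta and biotinylated RUNX1 (30 nM each) were premixed 20 min at room temperature, exposed to compound for 15 min, then given nickel-chelate and streptavidin AlphaScreen beads (50 ng each). After 90 min, AlphaScreen signal was read.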
# NPSR antagonist – blocks cAMP signaling of the human neuropeptide S receptor. Q6W5P4. CHO-NPSR cells, cAMP TR-FRET, antagonist mode. Potency, µM (highest dose often 38.3 µM), for the others: at the top dose activity change, negative = inhibition, most hits filed as inhibitors. 220,000 tested, 1% active; note: potency is the fitted concentration of half-maximal effect; % is set by controls: 0 for no effect and ±100 for the full control effect; nearly all actives have a fitted effect of over 50% in size; many of its hits are not listed in these tables
# HTT aggregate – mutant huntingtin aggregation inhibition; PC12 HttQ103-GFP aggregates, Acumen cytometry, 40 h; Potency, µM (doses to about 46.1 µM), for the others: at the highest dose activity change, negative = inhibition, most hits filed as inhibitors; 220,000 tested, 1.1% active; note: potency is the fitted concentration of half-maximal effect; % is set by controls: 0 for no effect and ±100 for the full control effect; nearly all actives have a fitted effect of over 60% in size
#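 Huntingtin Q103 exon 1–GFP aggregates in induced PC12 cells (100 nM tebufenozide) were quantified by cytometry from lysates, with compounds dosed in titration.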
# IMPase Li cell – cell-permeable IMPase inhibitors with lithium potentiation | Potency, µM (series often up to 59.4 µM), inactives show at the top dose activity, negative = IMPase inhibition, actives largely listed as inhibitors | 210,000 tested, 0.35% active | CHO-M1 cells, IP1 TR-FRET (IP-One), carbachol + lithium | AID 1457;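 note: IP1 builds up when IMPase is blocked and the TR-FRET signal falls; potency is the fitted concentration of half-maximal effect; plate controls were basal vehicle for no effect and high inhibitor control for full effect; nearly all actives have a fitted effect of over 50% in size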
#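 CHO cells stably expressing M1 receptor (2000/well) were cultured 16–30 h, then exposed to compounds with a small lithium addition for 30 min at 37C. IP1 was measured by TR-FRET competition; AC50 from Hill fits.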
# Luc counter – Kinase-Glo luciferase inhibition (counter-screen); Kinase-Glo luciferase, ATP luminescence, 8 min; Q27757; 200,000 tested, 0.28% active; Potency, µM (doses to about 38.3 µM), for inactives: top-dose activity change, negative = inhibition, most hits filed as inhibitors; note: potency is the fitted concentration of half-maximal effect; % is set by controls: 0 for no effect and ±100 for the full control effect; nearly all actives have a fitted effect of over 60% in size
#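 Inhibition of Kinase-Glo luciferase light generation was assessed at 10 uM ATP in pH 7.2 imidazole buffer, with luminescence measured after eight minutes at ambient temperature.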
# Starred values were filed as active, the others as inactive; ? = inconclusive; . = not tested or not shown; & = joins results of further samples; [ ] = another dose, or the depositor's remark. Calls come from the whole dose curve; as a rule, active = well fitted curve in the direction sought with a large enough effect; inconclusive = small, poorly fitted or top-dose-only effect, or another doubt; inactive = no such curve, though single readings can be large; an effect the other way counts as inactive or inconclusive. A portion of the library, so the mix of outcomes need not match the whole.
SMILES,Epigenetic reg,L3MBTL1 block,CBFb RUNX1 block,NPSR antagonist,HTT aggregate,IMPase Li cell,Luc counter
C=CCn1c(CC(=O)Nc2cccc(OC)c2)nnc1SCC(=O)NC1CCCCC1,1.6%,1%,5%,-7%[46.1 µM],-4%,18%[38.3 µM],-10%
CCCS(=O)(=O)N1CCC(CCOc2ccccc2)(C(=O)OCC)CC1,-5.5%,8%,6%,12%,-5%[9.22 µM],17%,0%
CC(=O)C(/C=N/c1cc(-c2ccc(C)cc2)nn1-c1ccccc1)=C(\C)O,0.5%,-9%,-3%,1%,3%,-2%,-13%
NC(=S)NNC(=O)C12CC3CC(CC(C3)C1)C2,1.6%,-6%,-4%,-19%,?,-2%,-3%
O=c1c2ccccc2c2ccccc2c(=O)n1-c1ccccc1,-5.1%,-19%,-1%,-39%,8%[9.22 µM],13%,1%
Cc1cc(=O)oc(C)c1C(=O)Nc1ccc(Cl)cn1,-2.3%,3%,1%,4%[46.1 µM],-3%,-3%[38.3 µM],-2%
CCOc1ccc(C(=O)NN2C(=S)NC(C)(C)C=C2C)cc1,0.1%,5%,5%,3%,-5%[9.22 µM],.,.
COc1cc(C2(O)CCCCC2C)cc(OC)c1OC (stereo unspecified),-3.4%,3%,-5%,7%,-18%,-5%,1%
COc1ccc(C2C(C(C)=O)=C(O)C(=O)N2CCCn2ccnc2)cc1 (stereo unspecified),-0.9%,4%,-1%,-3%[46.1 µM],7%,-14%[38.3 µM],-1%
OCCN1CN=C(Nc2nc3ccccc3s2)NC1,-1.9%,.,1%,-12%[46.1 µM],5%,21%[38.3 µM],17%
O=C(CSc1nnc(Cc2ccccc2)o1)c1ccc(F)cc1,-0.8%,13%,14%,3%,-24%[9.22 µM],.,.
Cc1ccc(OC(=O)c2sc3ncn(C)c(=O)c3c2C)cc1,0.9%,.,9%,-20%,-23%,7%,-1%
Cc1onc(-c2ccccc2)c1CNC(=O)CN1C(=O)c2ccccc2C1=O,1.1%,2%,19%,-10%,15%[9.22 µM],.,.
CCOC(=O)N1CCC(Nc2c(NCCCN3CCN(CC)CC3)c(=O)c2=O)CC1,0.0%,.,1%,-9%[46.1 µM],18%,20%[38.3 µM],-1%
COC(=O)c1cn(CCOc2ccccc2F)c2ccccc12,1.6%,.,18%,?,-12%,55%[activator][38.3 µM],-1%
CCC(=O)Nc1ccccc1C(=O)OCc1ccc(C(=O)c2ccccc2)cc1,-1.2%,23%,?,?,?,10%[38.3 µM],-1%
O=C(CCC1CCCN(C(=O)c2ccoc2)C1)NCc1ccc(F)c(F)c1 (stereo unspecified),4.7%,-3%,2%,-6%,-1%[9.22 µM],7%,0%
O=C(CSc1nc2ccccc2s1)N1c2ccccc2Sc2ccc(Cl)cc21,0.9%,5%,2%,-20%[46.1 µM],4%,3%[38.3 µM],-3%
CC(=O)Nc1ccc(C(=O)N/N=C/c2ccc(F)cc2)cc1,3.7%,.,30%,-3%,19%,0%,-5%
CCC(c1nnnn1C1CCCCC1)N1CCN(C2CCCC2)CC1 (stereo unspecified),-1.0%,7%,1%,-3%[46.1 µM],10%,13%[38.3 µM],-1%
CCC1CC(C)(C(=O)Nc2ccc(S(N)(=O)=O)cc2)OC1=O (stereo unspecified),-1.0%,.,8%,-7%[46.1 µM],-5%,29%[38.3 µM],-3%
CCn1nnnc1NCc1ccc(OCc2ccc(F)cc2Cl)c(OC)c1,1.1%,8%,6%,-26%,-1%,-1%,1%
CN(C)c1[nH]c(=O)c(C#N)c2c1CCN2Cc1ccccc1,-1.0%,-3%,0%,-17%[46.1 µM],2%,12%[38.3 µM],-3%
CCOC(=O)C1=C(Cc2ccc(F)cc2)C(=O)c2ccccc2C1=O,?,.,-10%,?,-1%[9.22 µM],36%[activator][38.3 µM],-1%
COc1cccc(/C=N\Nc2nncc(-c3ccccc3)n2)c1,0.3%,-11%,0%,-1%[46.1 µM],6%,-11%[38.3 µM],-3%

# Only IMPase Li cell, Epigenetic reg and L3MBTL1 block (two entries from above):
molecule	IMPase Li cell	Epigenetic reg	L3MBTL1 block
CCOc1ccc(C(=O)NN2C(=S)NC(C)(C)C=C2C)cc1	.	0.1%	5%
COc1cc(C2(O)CCCCC2C)cc(OC)c1OC (stereo unspecified)	-5%	-3.4%	3%

# Remaining list, next part.
SMILES,Epigenetic reg,L3MBTL1 block,CBFb RUNX1 block,NPSR antagonist,HTT aggregate,IMPase Li cell,Luc counter
CCOC(=O)N1CCN(Cc2ccc(F)cc2F)CC1,2.1%,7%,0%,-9%[46.1 µM],-4%,4%[38.3 µM],6%
CC1(C)CNC(=O)c2sc(N3CCCCC3)nc2C1,-1.0%,.,2%,-2%[46.1 µM],-21%,29%[38.3 µM],-3%
O=C(OC(C(=O)Nc1ccc(Cl)c(C(F)(F)F)c1)c1ccccc1)C1=COCCO1 (stereo unspecified),1.1%,-2%,1%,-40%,-8%,5%,-3%
COC(=O)/C(C#N)=C/c1c(-c2ccccc2)nc2n1CCS2,4.8%,-3%,?,9%,-8%[9.22 µM],.,.
CC(CC(=O)C1C(C)C=CCC1(C)C)NNC(N)=O (stereo unspecified),2.2%,-3%,11%,7%,.,-1%,-1%
CCOC(=O)CNC(=O)C1c2ccccc2C(=O)N(c2ccc(OC)cc2)C1c1ccc(OC)cc1 (stereo unspecified),-0.7%,.,5%,?,3%,41%[activator][38.3 µM],0%
CN(C)CCSc1nnc2sc3ccccc3n12,0.0%,.,-4%,-1%[46.1 µM],-2%,28%[38.3 µM],4%
C=CCNc1sc(C(=O)c2cccs2)c(N)c1C#N,?,6%[11.4 µM],4%,-4%,-6%,?,3%
O=C(O)CN(CCO)CCN(CC(=O)O)CC(=O)O,-1.0%&-4.3%,12%,7%,-2%,-5%,-5%,-1%&-2%
O=C(OCC(=O)N1CCCC1)c1ccco1,-0.6%,4%,4%,-15%[46.1 µM],?,9%[38.3 µM],-3%
C=CCn1c(SCC(=O)/C(C#N)=C(\C)N)nnc1C1CCCCC1,3.2%,3%,3%,-5%[46.1 µM],-8%[9.22 µM],-6%[38.3 µM],-2%
Cc1ccc(S(=O)(=O)NC(=O)Nc2nnc(C3CC3)s2)cc1,-3.0%,9%,10%,10%[46.1 µM],7%,9%[38.3 µM],4%
CC(C)C(=O)NC(c1ccc(N(C)C)cc1)c1c(O)ccc2ccccc12 (stereo unspecified),0.0%,.,-13%,-15%,-27%[9.22 µM],.,.
CC(=O)c1ccc(NC(=O)c2ccc(S(=O)(=O)c3ccccc3)cc2)cc1,1.9%,2%,7%,6%,-7%,13%,1%
O=C(/C=C/c1ccccc1)c1ccccn1,?,0%,-18%,-8%[46.1 µM],5%,-4%[38.3 µM],14µM*
CC(=O)COC(=O)CCc1nc2ccccc2[nH]c1=O,0.0%,-11%,-9%,-3%[46.1 µM],19%,-12%[38.3 µM],-1%
Cc1cc(C(=O)Nc2ccccn2)no1,0.0%,7%,8%,-3%[46.1 µM],-6%,18%[38.3 µM],-9%
Cc1cc(-c2ccccc2)nc(N(C)NC(=O)c2c(F)cccc2F)c1S(C)(=O)=O,-7.2%,.,1%,12%[46.1 µM],-46%,58%[activator][38.3 µM],-1%
COc1ccc(NC(=O)O/N=C/c2ccncc2)cc1,3.6%,.,-9%,6%,5%,2%,1%
CCOc1ccccc1OCCCC(=O)NC1=NCCS1,-0.1%,.,0%,-6%[46.1 µM],-10%,27%[38.3 µM],-1%
CC(NC(=O)c1ccc(Cl)cc1)C(=O)N1CCCCC1 (stereo unspecified),0.7%,6%,4%,-3%[46.1 µM],9%,-8%[38.3 µM],15%
CCOc1ccc(NC(=O)/C=C/c2ccc(OC)cc2)c([N+](=O)[O-])c1,3.6%,0%,7%,13%,-9%,2%,2%
CC(=O)N(CC1CCCO1)C1(C(=O)NC2CCCC2)CCCCC1 (stereo unspecified),-4.2%,.,-2%,-7%[46.1 µM],-2%[9.22 µM],-1%[38.3 µM],1%
O=C(NC1=NCCS1)c1cccc(S(=O)(=O)N2CCc3ccccc32)c1,-1.3%,-12%,7%,-19%,?,1%,-1%
[O-][N+]12CC[N+]([O-])(CC1)c1ccccc12,-1.1%,11%,4%,1%[46.1 µM],7%,-10%[38.3 µM],0%

# Further records follow:
SMILES,Epigenetic reg,L3MBTL1 block,CBFb RUNX1 block,NPSR antagonist,HTT aggregate,IMPase Li cell,Luc counter
O=C1/C(=C/c2cccnc2)Oc2cc(OS(=O)(=O)c3ccc(Cl)cc3)ccc21,-1.5%,.,-1%,-11%[46.1 µM],-3%[9.22 µM],7%[38.3 µM],0%
O=[N+]([O-])c1c(C(Cl)Cl)nn(-c2ccccc2)c1N1CCCC1,-1.9%,?,?,?,4%,13%[38.3 µM],2%
Cc1cc(Nc2cccc(Cl)c2)nc(NCc2ccccc2)n1,-3.0%,-13%,-4%,?,-31%,4%,4%
CC(C)(C)CC(=O)Nc1ccc(C(N)=O)cc1,-0.1%,-20%,4%,11%,15%,2%,1%
CN1CC=C2C(C#N)=C(N)C(C#N)(C#N)[C@H](c3cccc(Cl)c3)C2C1 (stereo partly specified),0.7%,.,-10%,-15%[46.1 µM],11%,20%[38.3 µM],21%
CC1CN(CN2C(=O)c3ccccc3C2=O)CC(C)O1 (stereo unspecified),-3.0%,28%,8%,-11%[46.1 µM],-1%,13%[38.3 µM],1%
O=C(O)C/C(=C\c1cccc(NC(=O)c2ccccc2Cl)c1)c1nc2ccccc2s1,-1.1%,.,-29%,-23%,13%[9.22 µM],.,.
Cc1cc(NC(=O)C(=O)NCCN2CCN(C(=O)c3cccs3)CC2)ccc1Br,0.0%,?,2%,6%[46.1 µM],?,7%,4%
Cc1noc(C)c1COc1cccc(C(=O)Nc2ccc(OCc3ccccc3)cc2)c1,-1.2%,6%,6%,-25%[46.1 µM],10%,12%[38.3 µM],-11%
Cc1cc(C)cc(NC(=O)N2CCCC2C(=O)Nc2ccc(-n3cnnn3)cc2)c1 (stereo unspecified),1.6%,.,0%,-16%[46.1 µM],-3%,24%[38.3 µM],-2%
Cc1c(C(=O)NCCCN2CCCC2=O)oc2ccc(S(=O)(=O)N3CCOCC3)cc12,0.0%,.,5%,-6%[46.1 µM],-4%,-3%[38.3 µM],1%
Cc1c(NC(=O)C(C)OC(=O)c2cccc([N+](=O)[O-])c2)c(=O)n(-c2ccccc2)n1C (stereo unspecified),-2.2%,28%,2%,6%,0%,8%,-1%

# Ordered by value in Epigenetic reg (lowest first): some entries from above.
SMILES	Epigenetic reg
O=[N+]([O-])c1c(C(Cl)Cl)nn(-c2ccccc2)c1N1CCCC1	-1.9%
Cc1noc(C)c1COc1cccc(C(=O)Nc2ccc(OCc3ccccc3)cc2)c1	-1.2%
Cc1cc(NC(=O)C(=O)NCCN2CCN(C(=O)c3cccs3)CC2)ccc1Br	0.0%

# Screening results: PubChem BioAssay, National Center for Advancing Translational Sciences (NCATS)
